# Bioassay records as filed in PubChem BioAssay.
# KLK7 zymogen act: activators of human kallikrein-7 zymogen | 370,000 tested, 0.9% active | P49862 | activation, % at 7 µM | purified proKLK7, EDANS-DABCYL substrate fluorescence; 100% is mature enzyme control, 0% vehicle;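 active = activation above the mean of all tested compounds plus 3 SD, computed per campaign excluding outliers beyond control limits, cut at about 13% in these data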
# hgDAF-12 ag: agonists of H. glycines DAF-12 nuclear receptor; activation, % at 6.8 µM; 370,000 tested, 1.8% active; HEK293 GAL4-hgDAF12 UAS-luciferase reporter, agonist luminescence; normalized to butyrate control;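 active = activation above a cutoff set at the mean of all screened compounds plus 3 SD, cut at about 10% in these data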;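 also: 0% = DMSO wells and 100% = sodium butyrate wells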
# HGIII-sPLA2 inh: Blocks human group III sPLA2 activity | Q9NZ20 | QFRET BODIPY PC-A2 liposome hydrolysis, fluorescence | inhibition, % at 12.2 µM | 370,000 tested, 0.56% active;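 active = inhibition above mean plus 3 SD of compounds lying within the high and low control bounds, cut at about 19% in these data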;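 also: 0% = median of test compound wells and 100% = no enzyme DMSO wells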
# DAX1 inh-1: inhibits human nuclear receptor DAX1 | P51843 | HEK293 Gal4-DAX1 luciferase reporter, luminescence | inhibition, % at 6.75 µM | 340,000 tested, 0.99% active | AID 504766;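 active = inhibition above the mean over all tested compounds plus 3 SD, cut at about 4.2% in these data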;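 also: 0% = DAX1-transfected cells with DMSO and 100% = empty-vector control cells with DMSO; inhibition shows as a rise in luminescence from relieved DAX1 repression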
# SMARCA2 activ: activators of SMARCA2 function; MG213 cells, MMTV-luciferase reporter, dexamethasone, overnight; activation, % at 9.1 µM; 370,000 tested, 1% active; AID 652017; in the data active = activation above about 7.8%;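 also: 0% = vehicle wells and 100% = reference activator wells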
# NPR2 activator: GC-B (human) receptor activation; activation, % at 10 µM; HEK293-GC-B cells, CNP EC30, cGMP TR-FRET; 0% at EC30 CNP, 100% saturating CNP; P20594; 370,000 tested, 0.11% active; AID 1920062;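 active = activation at 10 µM reaching about 35% in either raw or pattern-adjusted values, limit read from the data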
# Target sequence (P20594 whole entry, looked up): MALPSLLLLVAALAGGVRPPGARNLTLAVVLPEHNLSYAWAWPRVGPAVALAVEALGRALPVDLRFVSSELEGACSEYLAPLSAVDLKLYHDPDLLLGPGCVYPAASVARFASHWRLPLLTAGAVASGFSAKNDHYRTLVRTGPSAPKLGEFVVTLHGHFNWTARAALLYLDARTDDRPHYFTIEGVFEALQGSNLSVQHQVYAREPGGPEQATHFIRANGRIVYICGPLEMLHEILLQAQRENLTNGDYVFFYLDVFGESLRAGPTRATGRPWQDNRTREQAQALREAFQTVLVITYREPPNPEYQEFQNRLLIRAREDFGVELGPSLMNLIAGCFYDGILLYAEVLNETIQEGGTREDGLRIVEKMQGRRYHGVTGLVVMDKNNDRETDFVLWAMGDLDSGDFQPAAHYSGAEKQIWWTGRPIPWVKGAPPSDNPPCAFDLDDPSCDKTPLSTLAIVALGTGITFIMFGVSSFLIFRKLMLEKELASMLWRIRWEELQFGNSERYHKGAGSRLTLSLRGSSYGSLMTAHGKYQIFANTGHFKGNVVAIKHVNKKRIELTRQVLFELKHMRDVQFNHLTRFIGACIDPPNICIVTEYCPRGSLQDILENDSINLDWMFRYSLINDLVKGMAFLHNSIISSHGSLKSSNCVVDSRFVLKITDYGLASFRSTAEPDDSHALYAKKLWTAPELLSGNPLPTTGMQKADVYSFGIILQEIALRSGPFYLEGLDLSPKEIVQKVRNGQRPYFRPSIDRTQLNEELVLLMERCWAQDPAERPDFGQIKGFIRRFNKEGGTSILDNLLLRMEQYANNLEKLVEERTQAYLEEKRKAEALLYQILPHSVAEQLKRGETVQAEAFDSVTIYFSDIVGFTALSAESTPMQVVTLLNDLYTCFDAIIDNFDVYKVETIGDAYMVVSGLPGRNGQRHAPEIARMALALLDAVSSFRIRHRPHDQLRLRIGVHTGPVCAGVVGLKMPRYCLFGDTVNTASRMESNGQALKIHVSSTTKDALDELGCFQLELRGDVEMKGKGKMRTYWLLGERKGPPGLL
# DAX1 inh-2: blocks DAX1 repression of SF-1 activated StAR promoter; HEK293T StAR-luciferase reporter, SF-1/DAX-1 repression relief; inhibition, % at 6.8 µM; 370,000 tested, 1.1% active; AID 652010;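 active = inhibition above the mean over all tested compounds plus 3 SD, cut at about 3.6% in these data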;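 also: 0% = DAX-1 cells with DMSO and 100% = cells lacking DAX-1 with DMSO; higher inhibition means more luminescence from relief of DAX-1 repression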
# GAA850 FXN act: increases GAA850 frataxin promoter reporter activity. HEK293 lucGAA850 FXN promoter luciferase reporter, 24 h; percent of 10 µM SAHA response. AID 540364. 360,000 tested, 0.56% active. activation, % at 6 µM;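 active = activation above the average of all compounds screened plus 3 SD, cutoff fixed separately per campaign, cut at about 7.5% in these data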;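 also: 0% = DMSO wells and 100% = 10 µM SAHA wells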
# hcDAF12 agonist: H. contortus DAF-12 activation, primary screen | HEK293 hcDAF-12 lit1-tk-luc reporter, luminescence; 0% DMSO, 100% Δ7-dafachronic acid | activation, % at 6.8 µM | 370,000 tested, 1.4% active | AID 652067;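 active = activation above the mean of all tested compounds plus 3 SD, cut at about 5.5% in these data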;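 also: 100% = response to 3 µM Δ7-dafachronic acid high control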
# NPR1 activator: GC-A (human) enzyme activation | P16066 | HEK293 GC-A cells, cGMP TR-FRET, EC30 ANP; 0% at EC30 ANP, 100% saturating ANP | activation, % at 10 µM | 370,000 tested, 0.14% active; in the data active = activation above about 40%
# ssDAF-12 act: activates DAF-12 receptor from parasite S. stercoralis; HEK293 ssDAF-12/GRIP1 lit1-tk-luc reporter, luminescence; % of 3 µM dafachronic acid response; activation, % at 6.8 µM; 370,000 tested, 1% active;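 active = activation above the mean over all tested compounds plus 3 SD, cut at about 0.9% in these data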;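 also: 0% = DMSO-only wells and 100% = 3 µM delta7-dafachronic acid wells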
# Active calls of the source: *; . = not tested or not shown.
SMILES,KLK7 zymogen act,hgDAF-12 ag,HGIII-sPLA2 inh,DAX1 inh-1,SMARCA2 activ,NPR2 activator,DAX1 inh-2,GAA850 FXN act,hcDAF12 agonist,NPR1 activator,ssDAF-12 act
CCOc1ccc(C2c3[nH]c4ccccc4c3C[C@H]3C(=O)N(C4CC4)CC(=O)N23)cc1OC (stereo partly specified),1.1,0.4,-15,-0.8,1,-5,-0.3,0.6,-0.7,3,-1.3
Cc1ccc(CNC(=O)C(C)OC(=O)c2ccco2)cc1 (stereo unspecified),0.1,-2.6,3,0.0,2,5,-0.8,2.4,-2.0,-2,-0.9
Cc1ccc(S(=O)(=O)c2c(N)n(NC(=O)C3CC3)c3nc4ccccc4nc23)cc1,37*,-0.9,-23,-0.4,-2,6,-0.1,1.3,0.2,4,-0.5
COc1ccc(C2=NO[C@@H]3[C@@H]4C[C@@H]([C@H]5C(=O)N(C)C(=O)[C@@H]45)[C@H]23)cc1,0.0,2.9,-1,-1.5,-2,3,-0.2,0.5,0.1,5,-0.5
Cc1ccc(S(=O)(=O)N2CCCCC2)cc1NS(=O)(=O)c1cccc(C(=O)O)c1,-0.3,-2.0,-5,0.6,0,2,0.7,4.2,0.6,1,-1.4
COc1ccc(N(CC(=O)Nc2c(C)n(C)n(-c3ccccc3)c2=O)S(=O)(=O)c2ccc(C)cc2)cc1OC,0.7,-2.9,1,-1.1,-1,0,-0.5,0.8,-1.8,-5,-1.4
O=C(Nc1nnc(CCN2CCCCC2)s1)c1cccc(Cl)c1,0.6,1.2,-2,0.7,-3,3,0.8,3.5,-0.3,1,-0.8
CC(=O)Nc1ccc(NC(=O)CSc2nnc(-c3cccs3)o2)cc1,0.3,-0.5,10,.,-6,-1,-3.9,.,0.9,-2,-1.1
CCN(CC)c1ccc(/C=N/N=C(c2ccccc2)c2ccccc2)c(O)c1,-0.1,-0.7,1,-0.2,-1,1,-0.7,3.2,-1.5,-2,-1.7
COc1ccccc1CNC(=O)c1ccc(N2CCOCC2)c([N+](=O)[O-])c1,0.6,1.1,-4,1.0,-1,2,-0.7,2.0,-1.3,5,-2.3
Cc1c(CCC(=O)N[C@@H](C)C(=O)O)c(=O)oc2cc3oc4c(c3cc12)CCCC4,-1.4,-10,1,-2.0,-6,-7,-0.9,-11,-6.3,2,-2.3
CCCCn1c(-c2ccncc2)nc2c1c(=O)[nH]c(=O)n2CC(C)C,-0.5,1.8,3,-0.6,-1,-3,-0.2,2.1,-0.5,1,-0.6
COc1ccc(NC(=O)CCC2CCCCC2)cc1S(=O)(=O)N1CCCCC1,0.9,-1.8,-9,-2.4,-6,4,-1.4,0.4,-2.5,3,-1.4
CCCC(c1nnnn1Cc1ccco1)N1CCN(c2ccccc2)CC1 (stereo unspecified),0.0,-1.6,6,0.8,-2,0,-0.3,4.3,0.1,1,-0.4
CCOc1ccc(NC2=NCC(=O)N2CCc2ccccc2)cc1,-0.3,-1.0,-1,-0.5,2,7,-0.2,-2.7,-1.3,0,-1.5
CN(C(=O)COC(=O)c1cnc(Cl)c(Cl)c1)C1CCCCC1,-0.4,-2.1,9,0.2,-3,5,-1.1,0.7,-1.2,18,-1.4
O=C(Cc1cccs1)N1CCN=C1SCc1ccc(Br)cc1,0.4,-2.5,2,-0.7,-2,-2,-0.4,1.1,-1.7,1,-1.5
Cc1cc(OCC(=O)Nc2cc(-c3nn4c(C)nnc4s3)ccc2C)ccc1Cl,0.6,3.2,17,-0.2,-2,2,0.5,-1.1,0.3,17,-0.6
Nc1cc2c(cc1[N+](=O)[O-])OCO2,-0.4,2.3,0,-0.1,1,-3,0.4,2.2,1.6,-4,-0.7
Cc1nn(-c2ccccc2)cc1C(c1c(N)[nH]c(=S)[nH]c1=O)c1c(N)[nH]c(=S)[nH]c1=O,0.8,0.9,2,0.6,1,6,0.3,0.0,-1.1,-1,-0.3
CCC(C(=O)NCCc1ccccc1OC)n1nc(C)c2c(C)n(-c3ccccc3)nc2c1=O (stereo unspecified),0.4,-3.4,5,0.5,-3,-7,-0.2,-1.8,-2.6,-5,-1.4
CCOC(=O)/C=C1\SCC(=O)N1CC(=O)c1ccc[nH]1,-0.3,4.2,-4,0.1,-3,6,0.6,-0.4,-1.0,1,-0.5
Cc1c(C(=O)OCC(=O)N(CCC#N)c2ccccc2)oc2c1ccc1ccccc12,-0.4,-0.7,-6,-0.7,0,-4,0.1,0.4,0.3,0,-0.4
COc1ccccc1OCCCCN1CCC(C)CC1,-0.3,3.1,1,0.8,-3,1,0.2,1.7,-0.4,1,-0.9
COc1ccc(-c2ccccc2)cc1NC(=O)c1ccncc1,0.3,-0.7,7,-0.3,-3,-10,-0.9,0.5,-1.5,-8,-0.5
O=C(CN1CCCC1)Nc1ccccc1Sc1ccccc1,-0.6,-6.0,2,0.7,-3,-3,-0.5,1.3,-1.6,-5,-1.5
CCOC(=O)Cn1c(=N)n(Cc2ccccc2)c2ccccc21,-0.9,-1.4,8,0.7,0,.,0.4,0.7,-0.6,.,-1.1
Cc1noc(C)c1NC(=O)Nc1cccc2c1O[C@H](CN(C)S(=O)(=O)c1cccs1)[C@@H](C)CN([C@H](C)CO)C2=O,0.2,-3.1,-3,-0.1,0,-2,0.2,-1.1,-0.1,4,-1.4
Cc1nc(Cc2nnc(SCC(=O)N3CCN(c4ccc(O)cc4)CC3)o2)cs1,-0.4,-1.0,6,0.8,-2,-10,-1.6,-0.8,-1.2,0,-0.6
Cc1cc(NC(=O)COc2coc(CN3CCN(c4ccccc4)CC3)cc2=O)no1,0.1,-1.6,5,-2.0,-3,-2,-0.5,0.8,-0.8,-2,-0.2
COc1ccc(C(=O)c2ccc(N3CCOCC3)c([N+](=O)[O-])c2)cc1,0.0,3.2,-3,-1.0,-4,-1,-1.1,-0.7,-2.6,-3,-2.2
COc1ccc(OC)c(NC(=O)NC2CCCCCCC2)c1,-0.2,1.9,-7,-1.0,2,-1,0.2,-0.3,-1.2,1,-1.1
CC(=O)c1sccc1NC(=O)c1ccccc1C(=O)O,0.1,2.8,2,0.1,-3,16,0.0,2.7,-0.9,37,-0.4
O=C1CCCN1CCCNc1ncnc2c1cnn2-c1ccc(Cl)cc1,-0.3,1.1,5,-0.5,4,0,-0.4,15*,-1.1,16,0.1
COc1ccccc1OC(C)C(=O)Nc1ccc2c(c1)n(C)c(=O)n2C (stereo unspecified),-0.4,0.4,4,1.7,-2,3,0.1,1.7,-0.1,-1,-1.1
O=C(Nc1ccc(N2CCOCC2)cc1N1CCOCC1)c1ccc([N+](=O)[O-])cc1,-0.2,-1.4,-2,0.6,0,-1,-0.1,-0.2,0.3,-3,-0.6
CCOC(=O)N1CCC(NC(=O)CSCc2nc(-c3ccccc3Cl)oc2C)CC1,-0.5,-2.3,1,0.3,-2,-2,-0.8,-7.8,-2.0,-2,-1.6
COc1ccc2oc(C(=O)OC(C)C(=O)N(C)c3ccccc3)c(C)c2c1 (stereo unspecified),-0.6,-0.1,-5,-1.1,-2,2,-1.4,1.3,-1.6,0,-1.1
CCOc1ccc(C(=O)NCC(=O)NNC(=O)C2COc3ccccc3O2)cc1OCC (stereo unspecified),-0.3,0.0,5,-1.1,-3,3,-0.2,2.1,-1.0,-1,-1.4
Oc1c(/C=N/c2ccccn2)sc2ccccc12,-0.8,2.6,-2,4.7*,1,2,1.0,6.4,4.1,-6,0.6
COc1ccc(-c2noc(CCCC(=O)NCc3ccco3)n2)cc1OC,0.0,-1.0,-2,1.5,-4,-3,-0.9,2.8,-2.4,0,-0.9
O=C(NN(C(=O)c1ccccc1)c1cccs1)c1ccccc1,0.8,-1.2,-8,1.6,0,5,-0.1,-2.9,-1.2,-4,-1.5
COC(=O)C(CCSC)NC(=O)c1cn(-c2ccc(OC)cc2)c(=O)c2ccccc12 (stereo unspecified),-0.1,0.1,-3,1.7,-3,-1,-0.6,1.4,0.5,-7,-0.8
COc1ccc2cc3cc(C(=O)NC(C)C)oc3nc2c1,35*,5.7,0,-0.8,9.1*,-1,0.8,2.3,4.4,2,-0.9
Cc1ccc(CN2CCN(/N=C/c3cc(Br)ccc3O)CC2)cc1,-0.4,1.5,5,0.3,0,-3,-0.6,-1.2,-0.5,-4,-1.0
CC1(C(=O)NNC(=O)C2CCCCC2)CC1(Cl)Cl (stereo unspecified),-1.3,0.9,-1,-1.0,-2,1,0.0,1.3,-1.0,-1,-1.7
CC1(C)CC2(CC(c3ccccc3F)c3ccc(O)c(O)c3O2)NC(=S)N1 (stereo unspecified),0.3,-2.0,13,-0.6,-2,1,0.6,-0.9,-0.2,6,-1.7
CCOc1ccc(CNC(=O)C2CC(=O)N(C3CCCC3)C2)cc1OC (stereo unspecified),0.5,-0.9,0,-0.8,0,3,0.1,1.4,-1.0,2,-1.4
CC1(C)CC(=O)C(C(O)c2ccccc2)C(C)(C)N1 (stereo unspecified),0.3,0.8,4,-0.5,-1,1,0.4,-0.1,0.9,-1,-1.1
Cc1ccc(C)c2[nH]c(=O)c(CCNC(=O)c3ccc(S(=O)(=O)N4CCCC4)cc3)cc12,0.6,2.9,-6,-0.7,0,3,0.9,-0.6,-2.3,-4,-1.4
# Following part
SMILES,KLK7 zymogen act,hgDAF-12 ag,HGIII-sPLA2 inh,DAX1 inh-1,SMARCA2 activ,NPR2 activator,DAX1 inh-2,GAA850 FXN act,hcDAF12 agonist,NPR1 activator,ssDAF-12 act
Cc1onc(-c2c(F)cccc2Cl)c1C(=O)Nc1nc2c(s1)CCCC2,0.8,-1.1,-8,1.9,-3,-1,-1.0,-1.4,0.2,5,-1.5
O=C(Nc1ccc(-c2cn3ccsc3n2)cc1)c1ccc(F)c(S(=O)(=O)N2CCOCC2)c1,18*,-11,-3,-2.8,-4,7,-4.5,-6.6,-4.5,-4,-2.5
Cc1ccc(C)c(-n2c(-c3csc(C)c3)n[nH]c2=S)c1,-0.2,1.0,6,0.6,2,2,-0.8,0.7,-2.0,-2,-1.7
CC(=O)c1ccc(C(=O)NC2CC(C)(C)Cc3c2cnn3-c2ccccc2)cc1 (stereo unspecified),0.4,-3.1,-7,0.1,0,3,0.6,-0.5,-2.8,1,-1.3
Cc1ccc2[nH]c(=O)c(CN(Cc3cccnc3)C(=S)NCCCN(C)C)cc2c1,0.6,2.5,-1,0.3,1,-4,0.4,-0.8,-0.8,0,-1.5
O=C(Oc1ccc(-c2nnco2)cc1)c1cc(S(=O)(=O)N2CCOCC2)ccc1F,0.1,1.2,-1,0.8,1,12,-0.2,0.5,2.0,7,-1.3
CCOc1ccc(-c2nnc3n2N=C(c2ccc(OC)cc2)CS3)cc1,-0.1,-0.6,-22,-0.4,-3,0,-0.6,4.0,-1.7,5,-1.9
COC(=O)c1cn(C(=O)c2ccc(Cl)cc2)c2ccccc12,-0.5,0.1,4,1.1,2,-9,-0.8,0.1,-1.0,-7,-0.9
